NPC1 promoter act = activates the NPC1 promoter | 320,000 tested, 2.4% active | Potency, µM (top dose mostly 9.22 µM), without a hit: top-dose activation, hits mostly activators | Huh7 NPC1 promoter luciferase reporter, 24 h;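 note: potency is the fitted concentration of half-maximal effect; % of control where 0% means no effect; nearly all actives have a fitted effect of over 60% in size; reporter is driven by a mutant NPC1 promoter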
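Compounds in DMSO were transferred onto Huh7 NPC1-luciferase reporter cells pre-incubated 2 h; after 24 h at 37 °C, Amplite reagent was dispensed and luminescence recorded 10 min later.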
Mito fusion yeast = inhibitors of mitochondrial division or activators of mitochondrial fusion | S. cerevisiae fusion-defective mutant growth rescue, CellTiterGlo 48 h | Potency, µM (highest dose often 46.1 µM), without a hit: top-dose growth rescue (activation), hits mostly activators | 320,000 tested, 0.23% active | AID 485298;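 note: potency is the fitted concentration of half-maximal effect; % of control where 0% means no effect; nearly all actives have a fitted effect of over 45% in size; temperature-sensitive fusion mutants such as fzo1-1 at 37 °C on non-fermentable ethanol glycerol medium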
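S. cerevisiae fusion-defective temperature-sensitive mutants (e.g. fzo1-1, mgm1-5) grown 48 h at 37C in YPEG (ethanol/glycerol non-fermentable) medium with 23 nl compound per well; growth rescue read as CellTiterGlo luminescence.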
ELG1 repair inh = ELG1-dependent DNA repair inhibition; 330,000 tested, 2.3% active; HEK293T ELG1-luciferase reporter, luminescence, 16 h; DNA damage induced by 5-fluorouridine; Potency, µM (top dose mostly 46.1 µM), for inactives: at the top dose activity change, negative = inhibition, usual class: inhibitors; AID 504467; note: potency is the fitted concentration of half-maximal effect; % is set by controls: 0 for no effect and ±100 for the full control effect; nearly all actives have a fitted effect of over 55% in size
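Step one: seed 2,000 cells per well. Step two: pin-transfer compound or DMSO alongside 5-fluorouridine. Step three: incubate 16 hr, 37 °C, 5% CO2. Step four: add ONE-Glo, wait 30 min, read luminescence.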
MBNL1-CUG inh = blocks human MBNL1 binding to CUG repeat RNA; Potency, µM (titrated, usually from 57.5 µM), inactives show at the top dose activity change, negative = inhibition, usual class: inhibitors; 280,000 tested, 0.036% active; TR-FRET MBNL1-His/biotin-(CUG)12 binding, 665/545 ratio; active = well fitted inhibition curve with a large enough effect in the signal ratio, with a control signal flat, not every such curve was filed as active; inconclusive = small, poorly fitted or top-dose-only effect, or effect the other way, or a change in a side signal; inactive = no such curve, though single readings can be large or run the other way; the % refers to the signal ratio; note: potency is the fitted concentration of half-maximal effect; % is set by controls: 0 for no effect and ±100 for the full control effect
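Compound titration spanned 92 nM–58 uM against the MBNL1-His/biotin-(CUG)12 complex. After 60 min at room temperature with 5 nM streptavidin-XL665 and 0.055 ng/ul terbium anti-His, ratiometric 665/545 nm emission (Ex 340 nm) normalized to controls.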
Rab9 promoter act = activates the Rab9 promoter; 320,000 tested, 2.8% active; Potency, µM (doses to about 9.22 µM), inactives show at the highest dose activation, negative = inhibition, actives largely listed as activators; Huh7 Rab9 promoter-luciferase reporter, luminescence, 24 h; note: potency is the fitted concentration of half-maximal effect; % of control where 0% means no effect; nearly all actives have a fitted effect of over 60% in size
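Luminescence read-out: Huh7 cells stably expressing Rab9-luciferase, treated 24 h with compound at 37 °C, then lysed with luciferase reagent for 10 min at ambient before reading.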
PKM2 activator = activators of human pyruvate kinase M2 | P14618 | purified PKM2, Kinase-Glo ATP luminescence, activation; response scale: 0% is enzyme alone, no compound | Potency, µM (highest dose often 57.5 µM), without a hit: top-dose activation, actives largely listed as activators | 260,000 tested, 0.34% active | AID 1631; note: potency is the fitted concentration of half-maximal effect; % is set by controls: 0 for no effect and ±100 for the full control effect; nearly all actives have a fitted effect of over 55% in size
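hPK-M2, >95% pure; 0.1 mM ADP / 0.5 mM PEP final; imidazole pH7.2 buffer w/ 7 mM MgCl2, 50 mM KCl; 1 h RT; Kinase-Glo lum. Intermediate enzyme activity for dual inhibitor/activator qHTS.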
FLuc modulator = counter-screen for miR-21 project: firefly luciferase inhibitors or activators; AID 588342; purified FLuc, Km substrates, luminescence inhibition; 360,000 tested, 6.9% active; Potency, µM (highest dose often 57.5 µM), inactives show at the highest dose activity change, negative = inhibition, hits mostly inhibitors;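 note: potency is the fitted concentration of half-maximal effect; plate controls were vehicle for no effect and reference inhibitor for full effect; nearly all actives have a fitted effect of over 55% in size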
Target sequence (P08659 whole entry, looked up): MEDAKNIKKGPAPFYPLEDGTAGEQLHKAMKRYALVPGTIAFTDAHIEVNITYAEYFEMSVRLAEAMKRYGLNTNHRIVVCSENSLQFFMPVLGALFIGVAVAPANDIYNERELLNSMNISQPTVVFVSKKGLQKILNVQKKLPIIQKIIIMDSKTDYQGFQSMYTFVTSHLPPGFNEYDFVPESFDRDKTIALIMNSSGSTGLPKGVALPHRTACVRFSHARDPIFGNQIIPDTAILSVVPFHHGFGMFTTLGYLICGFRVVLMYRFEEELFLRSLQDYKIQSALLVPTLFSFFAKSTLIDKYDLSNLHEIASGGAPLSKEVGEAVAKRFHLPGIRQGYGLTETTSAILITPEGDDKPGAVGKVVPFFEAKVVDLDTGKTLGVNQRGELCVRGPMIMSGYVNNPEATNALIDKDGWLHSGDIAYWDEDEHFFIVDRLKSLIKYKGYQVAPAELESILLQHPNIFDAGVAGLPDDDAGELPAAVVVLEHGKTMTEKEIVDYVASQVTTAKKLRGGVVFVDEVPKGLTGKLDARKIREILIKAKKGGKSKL
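Biochemical qHTS of compounds, final roughly 60 µM downward over six points, against 10 nM purified firefly luciferase using Km concentrations of substrates (10 uM D-luciferin, 10 uM ATP) in Tris acetate pH 7.5 buffer; luminescence output.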
KCNH2 3.1 block = inhibitors of human KCNH2 3.1 potassium channel isoform | U2OS KCNH2 3.1, thallium flux FluxOr; active compounds read low | activity change, % (tested at about 1.8 µM) | 340,000 tested, 0.95% active | AID 720553;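 active = maximum activity change below -70%; inconclusive = maximum activity change from -70% to -50%; inactive = maximum activity change above -50%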;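 note: thallium influx rate constant from kinetic fluorescence after stimulation buffer; % is set by controls: 0 for no effect and ±100 for the full control effect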
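U2OS cells transduced with KCNH2 3.1 mutant virus (1.77 x 10^8 /mL, 4 h), plated overnight at 37 C, loaded 45 min with FluxOr dye plus Red40 quencher. Thallium flux rate constant from kinetic reads after stimulation buffer, normalised to controls.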
Gal4-VP16 FLuc = inhibits Gal4-VP16 luciferase reporter, ROR gamma counter-screen; Drosophila S2 Gal4-VP16 UAS-luciferase, luminescence, 20 h; Potency, µM (titrated, usually from 53.6 µM), for the others: top-dose activity, negative = inhibition, usual class: inhibitors; 310,000 tested, 3.5% active; AID 2546;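 note: Gal4-VP16 expression switched on by copper sulfate through the metallothionein promoter; potency is the fitted concentration of half-maximal effect; % is set by controls: 0 for no effect and ±100 for the full control effect; nearly all actives have a fitted effect of over 50% in size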
RORgamma inh = ROR gamma (mouse) transcription inhibition. 310,000 tested, 5.4% active. Potency, µM (top dose mostly 53.6 µM), without a hit: at the highest dose activity change, negative = inhibition, actives largely listed as inhibitors. Drosophila S2 Gal4-RORgamma UAS-luciferase reporter, 20 h. AID 2551; note: potency is the fitted concentration of half-maximal effect; % is set by controls: 0 for no effect and ±100 for the full control effect; nearly all actives have a fitted effect of over 60% in size
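Using a luciferase readout, inhibitors were identified by reduced reporter activity in Drosophila cells coexpressing a copper-inducible Gal4–ROR gamma fusion and UAS-driven Photinus luciferase, incubated 20 hr after 700 uM copper sulfate.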
Menin-MLL TR inh = displaces Texas Red mutant MLL peptide from human menin. Menin + Texas Red MLL mutant peptide, fluorescence polarization. Potency, µM (top dose mostly 61.6 µM), without a hit: at the top dose FP activity change, negative = inhibition, actives largely listed as inhibitors. 270,000 tested, 0.23% active. O00255; active = well fitted inhibition curve with a large enough effect in the polarisation, with a control signal flat, not every such curve was filed as active; inconclusive = small, poorly fitted or top-dose-only effect, or effect the other way, or a change in a side signal; inactive = no such curve, though single readings can be large or run the other way; the % refers to the polarisation; note: potency is the fitted concentration of half-maximal effect; % of control where 0% means no effect; many of its hits are not listed in these tables
Target sequence (O00255 whole entry, looked up): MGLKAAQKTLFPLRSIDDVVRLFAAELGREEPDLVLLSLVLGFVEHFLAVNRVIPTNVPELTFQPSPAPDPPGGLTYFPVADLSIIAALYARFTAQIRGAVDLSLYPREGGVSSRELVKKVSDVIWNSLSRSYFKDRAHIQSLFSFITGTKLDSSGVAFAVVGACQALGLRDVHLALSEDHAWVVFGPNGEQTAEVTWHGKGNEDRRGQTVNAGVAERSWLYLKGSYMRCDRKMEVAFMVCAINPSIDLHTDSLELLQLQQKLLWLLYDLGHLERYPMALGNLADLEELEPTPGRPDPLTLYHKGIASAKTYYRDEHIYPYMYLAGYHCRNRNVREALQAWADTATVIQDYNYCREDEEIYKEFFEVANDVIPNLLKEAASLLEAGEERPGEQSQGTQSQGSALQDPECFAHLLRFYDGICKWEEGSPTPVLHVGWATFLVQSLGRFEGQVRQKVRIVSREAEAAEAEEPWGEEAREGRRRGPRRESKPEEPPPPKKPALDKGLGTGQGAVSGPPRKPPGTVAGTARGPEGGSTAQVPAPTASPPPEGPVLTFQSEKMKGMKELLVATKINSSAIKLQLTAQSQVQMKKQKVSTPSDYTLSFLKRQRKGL
Starred values were filed as active, the others as inactive; [ ] = remark or other dose. Unless noted, calls come from the whole dose curve; as a rule, active = well fitted curve in the direction sought with a large enough effect; inconclusive = small, poorly fitted or top-dose-only effect, or another doubt; inactive = no such curve, though single readings can be large; an effect the other way counts as inactive or inconclusive.

Results for CCOc1ccc(/C=C/C(=O)Nc2cccc(C(C)=O)c2)cc1 ?
NPC1 promoter act: inconclusive; Mito fusion yeast: -2%; ELG1 repair inh: inconclusive; MBNL1-CUG inh: -5%; Rab9 promoter act: inconclusive; PKM2 activator: 2%; FLuc modulator: 1.2µM*; KCNH2 3.1 block: -13; Gal4-VP16 FLuc: 4.5µM*; RORgamma inh: 1.1µM*; Menin-MLL TR inh: inconclusive

How did CCC(=O)OCC(=O)Nc1ccc(OC)cc1[N+](=O)[O-] do in these assays?
NPC1 promoter act: -3%; Mito fusion yeast: 4%; ELG1 repair inh: 15%; MBNL1-CUG inh: inconclusive; Rab9 promoter act: 0%; PKM2 activator: 1%; FLuc modulator: -8%; KCNH2 3.1 block: 14; Gal4-VP16 FLuc: 0%; RORgamma inh: 7%; Menin-MLL TR inh: -13%

What do the screens show for `COc1cccc(C2(O)CCN(C(=O)C(C)C)CC2)c1`?
NPC1 promoter act: -5%; Mito fusion yeast: 17%; ELG1 repair inh: inconclusive; MBNL1-CUG inh: -12%; Rab9 promoter act: 0%; PKM2 activator: -12%; FLuc modulator: -1%; KCNH2 3.1 block: 13; Gal4-VP16 FLuc: 0%; RORgamma inh: 2%

How did CCC(=O)C1CCCN(C(=O)CCc2nnc(C3(c4ccc(Cl)cc4)CCC3)o2)C1 (stereo unspecified) do in these assays?
NPC1 promoter act: inconclusive; Mito fusion yeast: -1%; ELG1 repair inh: inconclusive; MBNL1-CUG inh: -2%; Rab9 promoter act: inconclusive; PKM2 activator: 1%; FLuc modulator: 13µM*; KCNH2 3.1 block: 0; Gal4-VP16 FLuc: -3%; RORgamma inh: 36%

Results for Cc1cc(O)c(C(=O)c2ccccc2C(=O)O)cc1C ?
NPC1 promoter act: 0%; Mito fusion yeast: 3%; ELG1 repair inh: 9%; MBNL1-CUG inh: -13%; Rab9 promoter act: 5%; PKM2 activator: -2%; FLuc modulator: 3%; KCNH2 3.1 block: 1; Gal4-VP16 FLuc: -11%; RORgamma inh: 10%; Menin-MLL TR inh: 0%

How did Cc1cccc(N2CCN(CC(=O)N(C3CCCC3)C3CCS(=O)(=O)C3)CC2)c1C (stereo unspecified) do in these assays?
NPC1 promoter act: -2%; Mito fusion yeast: -1%; ELG1 repair inh: -5%; Rab9 promoter act: 0%; KCNH2 3.1 block: 3

Results for COc1cc(OC)c(C2=NOC(C(=O)Nc3c(C)nn(CC(=O)N4CCCC4)c3C)C2)cc1Cl (stereo unspecified) ?
NPC1 promoter act: 7%; Mito fusion yeast: 2%; ELG1 repair inh: 16%; MBNL1-CUG inh: -2%; Rab9 promoter act: 3%; PKM2 activator: 2%; FLuc modulator: 0%; KCNH2 3.1 block: 6; Gal4-VP16 FLuc: -3%; RORgamma inh: -4%; Menin-MLL TR inh: 3%

How did Cc1c(C(=O)N2CCN(c3ccc(F)cc3)CC2)sc2ncnc(N3CCN(c4ccccn4)CC3)c12 do in these assays?
NPC1 promoter act: -2%; Mito fusion yeast: 23%; ELG1 repair inh: 6.5µM*; MBNL1-CUG inh: 21%; Rab9 promoter act: -1%; PKM2 activator: 2%; FLuc modulator: 0%; KCNH2 3.1 block: -76*; Gal4-VP16 FLuc: -23%; RORgamma inh: 44%; Menin-MLL TR inh: -20%

Results for Cc1ccc(O)c(-c2cc(-c3ccccc3[N+](=O)[O-])[nH]n2)c1 ?
NPC1 promoter act: 20%; Mito fusion yeast: 19%; ELG1 repair inh: -17%; Rab9 promoter act: 16%; PKM2 activator: 3%; FLuc modulator: inconclusive; KCNH2 3.1 block: 12; Gal4-VP16 FLuc: inconclusive; RORgamma inh: inconclusive; Menin-MLL TR inh: 20%

Results for CCSc1nnc2nc(C)cc(C)n12 ?
NPC1 promoter act: 0%; Mito fusion yeast: -1%; ELG1 repair inh: 2%; MBNL1-CUG inh: 4%; Rab9 promoter act: -6%; PKM2 activator: 5%; FLuc modulator: -3%; KCNH2 3.1 block: -14; Gal4-VP16 FLuc: -6%; RORgamma inh: 17%

What do the screens show for `O=C(CN1CCNCC1)NCCSc1ccc(Cl)cc1`?
NPC1 promoter act: -1%; Mito fusion yeast: -10%; ELG1 repair inh: inconclusive; MBNL1-CUG inh: 1%; Rab9 promoter act: -3%; PKM2 activator: -4%; FLuc modulator: 2%; KCNH2 3.1 block: 3; Gal4-VP16 FLuc: 0%; RORgamma inh: -13%; Menin-MLL TR inh: -20%

Results for Cc1oc(-c2ccc(Cl)cc2)nc1CN1CCCC(C(=O)NCc2ccco2)C1 (stereo unspecified) ?
NPC1 promoter act: -4%; Mito fusion yeast: -2%; ELG1 repair inh: inconclusive; MBNL1-CUG inh: 5%; Rab9 promoter act: -2%; PKM2 activator: 1%; FLuc modulator: 2%; KCNH2 3.1 block: inconclusive; Gal4-VP16 FLuc: 5%; RORgamma inh: 34%; Menin-MLL TR inh: -26%

What do the screens show for `O=C(CN1CCN(C(=O)C2CC2)CC1)Nc1ccc(Cl)cc1F`?
NPC1 promoter act: 0%; Mito fusion yeast: -4%; ELG1 repair inh: -1%; Rab9 promoter act: -1%; FLuc modulator: 13%; KCNH2 3.1 block: -8

How did CCn1cc(C(=O)N2CCN(c3ccccn3)CC2)c(=O)c2cc(S(=O)(=O)N(C)C3CCCCC3)ccc21 do in these assays?
NPC1 promoter act: -2%; Mito fusion yeast: 27%; ELG1 repair inh: inconclusive; MBNL1-CUG inh: 13%; Rab9 promoter act: 4%; PKM2 activator: 15%; FLuc modulator: -15%; KCNH2 3.1 block: -27; Gal4-VP16 FLuc: -2%; RORgamma inh: inconclusive; Menin-MLL TR inh: inconclusive

How did CCCCN1CCCCC1C(=O)Nc1c(C)cc(C)cc1C (stereo unspecified) do in these assays?
NPC1 promoter act: 2%; Mito fusion yeast: -2%; ELG1 repair inh: inconclusive; MBNL1-CUG inh: 4%; Rab9 promoter act: 1%; PKM2 activator: 0%; FLuc modulator: 5%; KCNH2 3.1 block: -12; Gal4-VP16 FLuc: -6%; RORgamma inh: 12%; Menin-MLL TR inh: -28%

Results for CC(C)OC(=O)c1nnc(Cc2ccc(Cl)cc2)o1 ?
NPC1 promoter act: 1%; Mito fusion yeast: -1%; ELG1 repair inh: 17%; MBNL1-CUG inh: -12%; Rab9 promoter act: -5%; PKM2 activator: -1%; FLuc modulator: -1%; KCNH2 3.1 block: -3; Gal4-VP16 FLuc: 5%; RORgamma inh: 19%; Menin-MLL TR inh: 0%

How did COc1ccccc1NS(=O)(=O)c1ccc(NN=C2CCCC2)c([N+](=O)[O-])c1 do in these assays?
NPC1 promoter act: -10%; Mito fusion yeast: 30%; ELG1 repair inh: -18%; MBNL1-CUG inh: inconclusive; Rab9 promoter act: -14%; PKM2 activator: 4%; FLuc modulator: 3%; KCNH2 3.1 block: 8; Gal4-VP16 FLuc: 18µM*; RORgamma inh: inconclusive; Menin-MLL TR inh: 4%

Results for O=C(N/N=C/C(Br)=C/c1ccccc1)c1cc(-c2ccco2)[nH]n1 ?
NPC1 promoter act: 0%; Mito fusion yeast: 2%; ELG1 repair inh: -8%; MBNL1-CUG inh: 4%; Rab9 promoter act: -1%; PKM2 activator: 15%; FLuc modulator: inconclusive; KCNH2 3.1 block: -20; Gal4-VP16 FLuc: inconclusive; RORgamma inh: inconclusive; Menin-MLL TR inh: inconclusive

What do the screens show for `O=C(CSc1ccc(Cl)cc1)Nc1ccc(N2CCN(C(=O)c3ccc(Cl)cc3)CC2)cc1`?
NPC1 promoter act: -5%; Mito fusion yeast: -2%; ELG1 repair inh: -24%; MBNL1-CUG inh: -2%; Rab9 promoter act: -3%; PKM2 activator: 1%; FLuc modulator: 2%; KCNH2 3.1 block: -89*; Gal4-VP16 FLuc: -20%; RORgamma inh: 2%; Menin-MLL TR inh: 1%

How did COc1ccc(S(=O)(=O)Nc2c(C(=O)O)[nH]c3ccccc23)cc1OC do in these assays?
NPC1 promoter act: 1%; ELG1 repair inh: inconclusive; MBNL1-CUG inh: -9%[11.5 µM]; Rab9 promoter act: -2%; PKM2 activator: -7%; FLuc modulator: inconclusive; KCNH2 3.1 block: 15; Gal4-VP16 FLuc: -10%; RORgamma inh: 8%; Menin-MLL TR inh: inconclusive

What do the screens show for `O=C(c1ccccc1)c1ccccc1C(=O)N1CCN(C(=O)c2ccccc2)CC1`?
NPC1 promoter act: -2%; Mito fusion yeast: 1%; ELG1 repair inh: -2%; MBNL1-CUG inh: -5%; Rab9 promoter act: 2%; PKM2 activator: 1%; FLuc modulator: 0%; KCNH2 3.1 block: -6; Gal4-VP16 FLuc: -2%; RORgamma inh: -1%; Menin-MLL TR inh: -16%

Source: PubChem (National Center for Advancing Translational Sciences (NCATS))

Not all compounds are listed; rates above refer to the full screens.
